Source: PubChem BioAssay (Sanford-Burnham Center for Chemical Genomics)
HKDC1 inhibitor: inhibitors of human hexokinase HKDC1; hit rate 0.16% among 340,000; Q2TB90; inhibition, % at 20 µM; AID 493160; recombinant HKDC1, G6PDH/diaphorase resazurin coupled fluorescence;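 active means inhibition above about 35% when tested at 20 µM, limit read from the data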;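 further: plate controls were DMSO wells with enzyme for no effect and DMSO wells lacking enzyme for full effect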
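Incubation: 90 min at room temperature in dark / Material: recombinant HKDC1 (HK5) hexokinase enzyme, produced in-house / Quantity: enzyme 5 µg/mL final / Compound: one dose of 20 µM, 1% DMSO / Reagent: glucose and ATP substrates / Buffer or medium: Tris pH 8.0 buffer with MgCl2, Tween-20, BSA, BME / Technique: resorufin fluorescence at 613 nm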
SENP8 inh: blocks human SENP8 cleavage of Nedd8 substrate; Q96LD8; recombinant SENP8, Nedd8 substrate fluorescence; inhibition, % at 20 µM; hit rate 0.64% among 360,000; AID 602440; in the data active means inhibition mostly above about 40%, no sharp cut-off; inactive means mostly below about 27%
Target sequence (Q96LD8 whole entry, looked up): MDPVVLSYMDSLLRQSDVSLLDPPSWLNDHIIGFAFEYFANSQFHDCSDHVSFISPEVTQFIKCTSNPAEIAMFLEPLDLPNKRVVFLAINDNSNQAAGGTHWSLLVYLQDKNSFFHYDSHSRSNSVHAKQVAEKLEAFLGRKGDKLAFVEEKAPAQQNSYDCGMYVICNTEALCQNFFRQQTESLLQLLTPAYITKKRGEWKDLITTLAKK
SENP7 inh: inhibitors of human SENP7 protease. Q9BQF6. inhibition, % at 5 µM. recombinant SENP7, Z-RLRGG-aminoluciferin luminescence, 40 min. AID 434973. hit rate 1.5% among 330,000;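 active means inhibition above about 50% at the single test dose, limit read from the data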;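 further: plate controls were DMSO with enzyme for no effect and no enzyme buffer wells for full effect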
PfG6PD inh: PfG6PD (Plasmodium falciparum) enzyme inhibition. AID 504690. hit rate 0.78% among 350,000. inhibition, % at 20 µM. PfGluPho enzyme, NADPH resazurin-diaphorase fluorescence;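 active means inhibition reaching at least a set limit at 20 µM in the primary screen, cut at about 59% in these data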;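 further: 0% = DMSO wells with substrate and 100% = DMSO wells lacking glucose-6-phosphate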
MPTP inh: permeability transition pore inhibition; inhibition, % at 10 µM; AID 602449; isolated mouse mitochondria, Ca2+ swelling absorbance, 30 min; hit rate 1.4% among 360,000;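 active means inhibition of 50% or more, scaled per plate between neutral and stimulator controls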;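 further: 0% = DMSO wells given calcium and 100% = 1 mM EGTA wells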
NR3A LBD binder: modulates the human NR3A ligand-binding domain; Tm shift relative to glycine control, % at 25 µM; NR3A LBD differential scanning fluorimetry, Tm shift; 0% = protein alone, 100% = glycine-bound protein; AID 1259313; hit rate 2.5% among 340,000;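 active means melting temperature shift of at least 10% of the positive control shift, at one fixed dose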
SENP6 inh: blocks the human protease SENP6; Q9GZR1; Recombinant SENP6 catalytic domain, aminoluciferin luminescence; inhibition, % at 10 µM; hit rate 1.8% among 330,000;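 active means inhibition above about 50% at the single tested dose, limit read from the data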;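 further: plate controls were DMSO wells with enzyme for no effect and DMSO wells lacking enzyme for full effect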
Target sequence (Q9GZR1 628-1112 limits assumed): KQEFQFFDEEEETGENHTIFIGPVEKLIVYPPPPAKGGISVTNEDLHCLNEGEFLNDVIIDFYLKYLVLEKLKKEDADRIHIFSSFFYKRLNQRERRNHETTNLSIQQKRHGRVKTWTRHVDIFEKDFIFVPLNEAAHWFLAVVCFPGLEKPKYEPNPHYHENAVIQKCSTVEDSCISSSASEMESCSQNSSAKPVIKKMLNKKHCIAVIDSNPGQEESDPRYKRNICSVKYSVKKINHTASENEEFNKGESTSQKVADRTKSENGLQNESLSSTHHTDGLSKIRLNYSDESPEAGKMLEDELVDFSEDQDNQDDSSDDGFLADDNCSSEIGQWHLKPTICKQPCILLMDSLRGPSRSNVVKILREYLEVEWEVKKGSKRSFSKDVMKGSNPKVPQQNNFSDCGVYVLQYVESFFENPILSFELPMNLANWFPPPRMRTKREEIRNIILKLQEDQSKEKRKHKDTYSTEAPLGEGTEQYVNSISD
ATG4B inh: blocks human ATG4B protease cleavage of LC3 substrate; Q9Y4P1; ATG4B cleavage of LC3-PLA2, NBD-HPC fluorescence, 1 h; inhibition, % at 8.33 µM; hit rate 0.51% among 340,000; AID 504462; in the data active means inhibition above about 40%
Starred values were filed as active, the others as inactive; · = no result given. Not a hit list; overall some 6.9% were active at least once.

SMILES	HKDC1 inhibitor	SENP8 inh	SENP7 inh	PfG6PD inh	MPTP inh	NR3A LBD binder	SENP6 inh	ATG4B inh
CC[n+]1c(/C=C/N(C)c2ccccc2)n(-c2ccccc2)c2ccc(-c3nc4ccccc4s3)cc21	22	-307	-6	75*	50	4	-4	0
Cc1ccc(-c2nnn(CC(=O)N(CC(=O)NC3CCCCC3)c3ccccc3F)n2)o1	-5	7	4	5	-1.7	-1	-37	-6
CCN(CC(=O)NCc1cccs1)C(=O)C1CC(=O)N(c2ccc(OC)cc2OC)C1 (stereo unspecified)	2	14	-6	5	-0.4	0	-3	-5
CCSC1=C(C#N)C(c2cccc(OC)c2)CC(=O)N1 (stereo unspecified)	-4	14	1	16	-4.2	3	-7	-6
CC(C)C(=O)Nc1cccc(-c2csc(-c3ccccc3)n2)c1	-5	14	8	4	2.3	4	8	0
Cc1cc(C)cc(NC(=O)CSc2nnc(-c3ccc(S(=O)(=O)N4CCCC4)cc3)o2)c1	-6	14	5	43	-0.1	-2	-5	5
COC(=O)c1ccc(NC(=O)c2sc3nc(-c4ccccc4)cn3c2C)cc1	1	-21	-9	10	36	28*	0	-21
CSCC[C@H](NC(=O)C(C)Oc1ccc(Cl)cc1)c1nc2ccccc2[nH]1 (stereo partly specified)	-13	-1	0	8	20	-3	-29	-13
O=C(c1ccc(F)cc1)N1CCC(n2nnc3ccccc32)CC1	-2	-2	6	-5	-0.1	3	9	-5
CCn1c(SCc2nc(-c3cccs3)no2)nnc1-c1c[nH]c2ccccc12	-3	24	-2	-15	-1.1	-11	-7	8
O=C(CN1CCOc2ccccc21)NCc1ccco1	3	-18	1	13	-0.7	-1	12	-1
O=C(c1ccncc1)N1CCN(S(=O)(=O)c2ccc(OC(F)(F)F)cc2)CC1	-2	12	-8	1	-0.4	1	-13	-5
COc1ccc(C(=O)Nc2ccccc2)cc1NC(=O)c1ccc([N+](=O)[O-])cc1	0	14	-7	6	1.1	-7	-7	-8
OCC(O)CN1CCCC1 (stereo unspecified)	-5	27	3	-2	-0.8	0	6	-7
C/C(CC(=O)Nc1ccc2c(c1)OCO2)=N\NC(=O)OC(C)(C)C	3	17	4	-2	-1.2	0	-3	-7
CC1(C)NC(=O)N(CC(=O)Nc2nc(-c3ccc(F)cc3)cs2)C1=O	-1	10	0	0	0.4	0	26	-5
COc1ccc(/C=N/n2c(-c3cc(C)[nH]n3)n[nH]c2=S)cc1	-3	12	-7	12	-3.0	0	-1	-2
Cc1cc(C)nc(Nc2ncc(O)n2-c2ccc(Br)cc2)n1	-8	-1	-9	-10	-0.9	-3	-19	7
O=C(CSc1nc2ccc(Nc3nc(N4CCOCC4)nc(N4CCOCC4)n3)cc2s1)NCc1ccco1	14	-3	-5	0	-2.0	-4	-32	-14
COc1cccc(C2C3=C(CC(C)(C)CC3=O)Nc3cc4c(cc32)OCO4)c1 (stereo unspecified)	-3	-445	-9	2	-0.9	-1	-1	0
CC(CCc1ccccc1)NC(=O)N1CCOCC1 (stereo unspecified)	2	13	3	4	0.0	-2	-1	-7
CN(Cc1ccccc1)C(=O)c1cccc(NC(=O)Cc2ccc(NC(=O)C3CCN(C(=O)C4CCCCC4)CC3)cc2)c1	-1	-4	·	-1	-0.1	-3	·	-11
COc1ccc(OC)c(S(=O)(=O)Nc2ccccc2C(=O)O)c1	-6	-5	4	-16	1.5	0	-1	-16
CCOc1cc(/C=N/NC(=O)c2ccc(NC(=O)C3CC3)cc2)ccc1O	2	-280	-1	14	-1.0	-14	-3	-6
CC(=O)NC(=S)Nc1cccc(S(=O)(=O)NC2=NCCC2)c1	-11	9	-1	5	-1.1	-1	7	-10

Three of the entries above in order of their number in SENP6 inh, falling.
structure,HKDC1 inhibitor,SENP7 inh,PfG6PD inh,MPTP inh,NR3A LBD binder,SENP6 inh,ATG4B inh
CC(=O)NC(=S)Nc1cccc(S(=O)(=O)NC2=NCCC2)c1,-11,-1,5,-1.1,-1,7,-10
OCC(O)CN1CCCC1 (stereo unspecified),-5,3,-2,-0.8,0,6,-7
COc1ccc(C(=O)Nc2ccccc2)cc1NC(=O)c1ccc([N+](=O)[O-])cc1,0,-7,6,1.1,-7,-7,-8

New compounds follow
SMILES	HKDC1 inhibitor	SENP8 inh	SENP7 inh	PfG6PD inh	MPTP inh	NR3A LBD binder	SENP6 inh	ATG4B inh
COc1ccc(N2CCN(C(=O)CN3C(=O)COc4ccccc43)CC2)cc1	-5	12	-1	-15	-0.5	1	29	-6
CCCC(CCC(=O)Nc1ccc(C(=O)OC)cc1)C(=O)O (stereo unspecified)	-4	20	-1	-10	0.6	0	-16	2
CC(C)CC(=O)N1CCN(S(=O)(=O)c2ccccc2)CC1	-5	26	3	8	-0.1	1	-6	-9
COCC(C)NCc1cccc([N+](=O)[O-])c1 (stereo unspecified)	-14	6	-6	8	-0.8	-3	-5	-7
O=C(NCc1ccccc1Cl)c1cc(=O)[nH]c2ccccc12	-3	-99	3	-21	-0.7	1	-6	3
CN(C(=O)COC(=O)CNC(=O)c1sc2ccccc2c1Cl)c1ccccc1	-5	8	4	16	-1.0	1	-8	-18
CC(C)n1cc(/C=C2/NC(=O)NC2=O)c2ccccc21	1	-95	3	3	1.0	-3	5	3
Clc1ccc2ccc3cccnc3c2n1	-3	4	-1	1	0.1	3	-8	-2
Cc1ccc(C(=O)NCc2ccc(F)cc2)cc1NC1=NC2CS(=O)(=O)CC2S1 (stereo unspecified)	2	7	10	7	-1.9	1	-2	-2
COCCNC(=O)C(OC(=O)c1cccs1)c1ccccc1 (stereo unspecified)	0	1	4	6	-0.5	1	8	1
Cc1ccc(/C=N/NC(=O)COc2ccc(Cl)c(C)c2)o1	-5	0	-6	39	0.8	1	-10	-5
CCN(CC(=O)Nc1ccccc1OC)CC(=O)Nc1ccccc1C(F)(F)F	-6	1	-3	-11	0.5	1	2	1
CSc1ccc(-c2c(C#N)c(N)nc3c2CCCC3)cc1	-3	-299	-10	4	0.3	2	-9	0
C=CCOC(=O)C1=C(C)NC(SCC(=O)Nc2ccc(C)c(Cl)c2)=C(C#N)C1c1ccco1 (stereo unspecified)	-5	-301	2	-4	72*	20*	-8	-7
O=C(CSc1nncs1)Nc1ccc2c(c1)OCO2	-7	6	3	-9	-1.2	-1	-11	-2
COc1ccc(Nc2nc3[nH]c(=O)cc(O)c3s2)cc1	3	-78	1	42	-1.9	-3	-5	-13
CCc1nnc2n1N=C(c1cccc([N+](=O)[O-])c1)CS2	1	13	-9	10	-0.2	1	-2	-6
C/C(=N\N=C1\NC(=O)C(CC(=O)Nc2ccc(Cl)cc2)S1)c1ccco1 (stereo unspecified)	5	10	-1	-12	-1.1	0	-17	-11
Cn1c(=NC(=O)c2ccccc2[N+](=O)[O-])sc2cc(S(C)(=O)=O)ccc21	11	20	57*	-12	-2.3	2	30	-7
COc1cccc(NC(=O)c2ccc(S(=O)(=O)N(C)C)cc2)c1	-4	15	-1	-11	-0.8	-2	1	-2
O=C(COC(=O)Cc1ccc(F)cc1)NC(=O)c1ccccc1	-3	12	4	-2	-2.3	3	-1	-14
O=C(COC(=O)c1ccc(F)c(S(=O)(=O)N2CCOCC2)c1)NC1CCCCC1	-1	10	5	-9	-0.3	0	-8	-4
Cc1c([N+](=O)[O-])c(C(=O)Sc2ccc(Br)cc2)nn1C	-4	6	12	20	1.4	4	-4	-4
O=C(COc1ccccc1F)N/N=C1\CCCc2ccccc21	15	12	39	10	0.5	7	57*	4
CC(C)C(OC(=O)c1nsc(Cl)c1Cl)C(=O)NCC1CCCO1 (stereo unspecified)	-1	24	2	-6	0.7	3	-4	17
SMILES	HKDC1 inhibitor	SENP8 inh	SENP7 inh	PfG6PD inh	MPTP inh	NR3A LBD binder	SENP6 inh	ATG4B inh
CC(C)C(c1nnnn1Cc1ccc(F)cc1)N1CCC(C(N)=O)CC1 (stereo unspecified)	2	-12	-1	-7	1.0	-1	0	0
Cc1ccc(-c2csc(N3C(=N)SCC3=O)n2)cc1	-1	·	71*	-10	·	0	0	2
O=S(=O)(c1cccc(Br)c1)N1CCN(c2ncnc3scc(-c4ccccc4)c23)CC1	5	-5	·	5	-1.9	0	·	-1
CC(C)CN(C(=O)c1cccc(S(=O)(=O)N2CCN(C)CC2)c1)C1CCS(=O)(=O)C1 (stereo unspecified)	-3	8	-7	1	-0.8	0	-13	-4
CNC(=O)CN1C(=O)NC2(CCc3ccccc3C2)C1=O (stereo unspecified)	-2	13	4	0	0.3	1	6	0
O=C1CC(NS(=O)(=O)c2ccc([N+](=O)[O-])cc2)CN1c1cccc(F)c1 (stereo unspecified)	-2	2	-2	-13	-2.3	4	3	-1
CC(Cc1cccs1)NC(=O)Nc1ccccc1 (stereo unspecified)	-16	7	5	10	1.3	9	-5	-5
O=C1CC(SCCO)C(=O)N1c1ccc(Oc2ccccc2)cc1 (stereo unspecified)	-3	4	-2	-7	0.6	0	10	-1
O=C(CCCN1C(=O)/C(=C/c2cccs2)SC1=S)NNC(=O)c1ccncc1	15	9	-3	-18	4.8	-4	-30	3
COc1ccc(C(=O)n2c(SC)nc3cc4c(cc32)OCCO4)cc1	6	20	9	-2	-0.8	1	-3	0

Some of the entries so far, with values under each structure.
Each structure is followed by: HKDC1 inhibitor	SENP8 inh	SENP7 inh	PfG6PD inh	MPTP inh	NR3A LBD binder	SENP6 inh	ATG4B inh
O=C1CC(NS(=O)(=O)c2ccc([N+](=O)[O-])cc2)CN1c1cccc(F)c1 (stereo unspecified)
 : -2	2	-2	-13	-2.3	4	3	-1
CC(Cc1cccs1)NC(=O)Nc1ccccc1 (stereo unspecified)
 : -16	7	5	10	1.3	9	-5	-5
O=C1CC(SCCO)C(=O)N1c1ccc(Oc2ccccc2)cc1 (stereo unspecified)
 : -3	4	-2	-7	0.6	0	10	-1
O=C(CCCN1C(=O)/C(=C/c2cccs2)SC1=S)NNC(=O)c1ccncc1
 : 15	9	-3	-18	4.8	-4	-30	3
COc1ccc(C(=O)n2c(SC)nc3cc4c(cc32)OCCO4)cc1
 : 6	20	9	-2	-0.8	1	-3	0

Ordered by heavy-atom count (smallest number first): part of the list above.
SMILES	HKDC1 inhibitor	SENP8 inh	SENP7 inh	PfG6PD inh	MPTP inh	NR3A LBD binder	SENP6 inh	ATG4B inh
O=C1CC(SCCO)C(=O)N1c1ccc(Oc2ccccc2)cc1 (stereo unspecified)	-3	4	-2	-7	0.6	0	10	-1
COc1ccc(C(=O)n2c(SC)nc3cc4c(cc32)OCCO4)cc1	6	20	9	-2	-0.8	1	-3	0
O=C1CC(NS(=O)(=O)c2ccc([N+](=O)[O-])cc2)CN1c1cccc(F)c1 (stereo unspecified)	-2	2	-2	-13	-2.3	4	3	-1
